Screening data: PubChem BioAssay, National Center for Advancing Translational Sciences (NCATS)
FBPA coupling cs = coupling enzyme interference in Giardia aldolase counter-screen; coupling enzyme system counterscreen, AmpLite Red fluorescence; 290,000 compounds, 0.67% hits; activity change, negative = inhibition, % at 58.2 µM, hits read low; AID 2472; in the data active = activity change below about -30%; note: % is set by controls: 0 for no effect and ±100 for the full control effect
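Final compound at 57.5 uM, incubated 10 min at RT with coupling enzyme reagent (glyceraldehyde-3-phosphate), then 20 min with substrate and AmpLite Red detection. Fluorescence read at 525/598 nm; tests interference with the coupling assay, not aldolase inhibition.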
AT treatment = candidate therapy for ataxia-telangiectasia; […] A-T fibroblasts, KAP-1 phosphorylation AlphaLISA; neocarzinostatin DNA damage 30 min before lysis; Potency, µM (highest dose often 57.5 µM), without a hit: at the top dose activation, hits mostly activators; AID 485349; 320,000 compounds, 0.19% hits; note: potency is the fitted concentration of half-maximal effect; % of control where 0% means no effect; nearly all actives have a fitted effect of over 45% in size
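hTERT-immortalized A-T patient fibroblasts ([…]), 500 cells/well in OPTI-MEM, 1% FBS, got compounds for 60 min, then NCS for 30 min at 37C. Lysates were then assayed for phospho-KAP-1 by AlphaLISA (anti-pKAP1 donor, anti-KAP1 acceptor beads), 6 hr at 25C.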
hERG WT inh = KCNH2 (human, wildtype) channel inhibition | Q12809 | U2OS, BacMam KCNH2, thallium flux FluxOr; hits give low values | activity change, % at 1.84 µM | 340,000 compounds, 0.37% hits;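 active = maximum activity change below -70%; inconclusive = maximum activity change between -70% and -50%; inactive = maximum activity change above -50%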; note: % is set by controls: 0 for no effect and ±100 for the full control effect
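U2OS cells transduced with wild-type KCNH2 virus are loaded with FluxOr dye for 45 min, and thallium flux is measured in kinetic reads before and after stimulation buffer. Rate constants are normalized to DMSO controls.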
MLL CXXC-DNA inh = inhibitors of human MLL CXXC domain-DNA interaction; Q03164; AID 2662; Potency, µM (highest dose often 115 µM), inactives show top-dose activity change, negative = inhibition, actives largely listed as inhibitors; MLL-CXXC / FITC-HOXA9 DNA fluorescence polarization; 290,000 compounds, 0.037% hits; active = well fitted inhibition curve with a large enough effect in the polarisation, with a control signal flat, not every such curve was filed as active; inconclusive = small, poorly fitted or top-dose-only effect, or effect the other way, or a change in a side signal; inactive = no such curve, though single readings can be large or run the other way; the % refers to the polarisation; note: potency is the fitted concentration of half-maximal effect
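Purified MLL-CXXC (added from a 7 uM solution) was preincubated 5 min at ambient with pinned compounds in 50 mM Tris-HCl pH 7.5, 50 mM NaCl, 1 mM DTT, 0.05% BSA. Fluorescein-labeled HOX-A9 DNA (50 nM solution) followed, 30 min, then polarization read.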
TRPV1 ag = agonists of human vanilloid receptor 1 (TRPV1) | Q8NER1 | TRPV1-expressing cells, Fluo-8 calcium influx, agonist mode | activation, % at 8.33 µM | 320,000 compounds, 0.19% hits | AID 540275; in the data active = activation above about 80%; inconclusive = between about 30% and that limit; note: 0% is about no effect
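Fluo-8 calcium influx in TRPV1-expressing cells, kinetic read (ex 480/em 520 nm). Compound added and read 3 min for agonist activity, followed by capsaicin at EC20 final and 2 min further read for enhancement.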
ASM inhibitor = blocks human secretory acid sphingomyelinase; 340,000 compounds, 0.006% hits; P17405; Potency, µM (highest dose often 57.5 µM), for the others: at the highest dose activity change, negative = inhibition, usual class: inhibitors; placental ASM, HMU-PC fluorogenic substrate, 60 min; note: potency is the fitted concentration of half-maximal effect
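Fluorogenic HMU-PC substrate (9 uM final) is turned over by placental ASM in 60 min at 37 C after a 10 min compound preincubation. Reaction ended by alkaline stop (pH 10), with fluorescence read at 386/447 nm.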
MBNL1-CUG inh = inhibitors of human MBNL1 binding to CUG repeat RNA; 280,000 compounds, 0.036% hits; Potency, µM (titrated, usually from 57.5 µM), for inactives: top-dose activity change, negative = inhibition, most hits filed as inhibitors; Q9NR56; TR-FRET MBNL1-His/biotin-(CUG)12 binding, 665/545 ratio; active = well fitted inhibition curve with a large enough effect in the signal ratio, with a control signal flat, not every such curve was filed as active; inconclusive = small, poorly fitted or top-dose-only effect, or effect the other way, or a change in a side signal; inactive = no such curve, though single readings can be large or run the other way; the % refers to the signal ratio; note: potency is the fitted concentration of half-maximal effect; % is set by controls: 0 for no effect and ±100 for the full control effect
Target sequence (Q9NR56 whole entry, looked up): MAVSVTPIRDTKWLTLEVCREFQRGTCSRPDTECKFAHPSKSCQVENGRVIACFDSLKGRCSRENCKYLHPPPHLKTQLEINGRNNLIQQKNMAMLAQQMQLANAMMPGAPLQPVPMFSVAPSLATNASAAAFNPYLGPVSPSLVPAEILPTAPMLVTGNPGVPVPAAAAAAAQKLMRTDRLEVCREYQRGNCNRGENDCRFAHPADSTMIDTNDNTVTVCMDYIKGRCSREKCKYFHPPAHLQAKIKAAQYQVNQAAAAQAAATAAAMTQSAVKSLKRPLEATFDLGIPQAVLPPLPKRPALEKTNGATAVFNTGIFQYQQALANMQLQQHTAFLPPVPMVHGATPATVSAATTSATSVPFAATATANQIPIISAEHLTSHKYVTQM
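TR-FRET between His-tagged MBNL1 and biotin-(CUG)12 RNA, detected with Tb anti-His antibody (0.055 ng/ul) and streptavidin-XL665 (5 nM), 60 min at room temperature. Compounds titrated 92 nM to 58 uM; 665/545 nm ratio normalized to buffer and complex controls.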
KCNH2 3.1 block = inhibitors of human KCNH2 3.1 potassium channel isoform | U2OS KCNH2 3.1, thallium flux FluxOr; hits give low values | activity change, % (tested at about 1.8 µM) | 340,000 compounds, 0.95% hits;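 active = maximum activity change below -70%; inconclusive = maximum activity change from -70% to -50%; inactive = maximum activity change above -50%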;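 note: thallium influx rate constant from kinetic fluorescence after stimulation buffer; % is set by controls: 0 for no effect and ±100 for the full control effect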
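Steps: virus added to U2OS suspension (4 h, RT, dark); medium with 10% FBS added, cells plated, 37 C overnight; FluxOr/Red40 loading buffer 45 min RT; stimulation buffer, 2 min kinetic read; rate constant normalized.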
a7 integrin act = integrin-mediated muscular dystrophy alleviation activation; alpha7betagal myoblasts, beta-gal FDG fluorescence, 48 h; Potency, µM (series often up to 38.3 µM), for the others: at the top dose activation, most hits filed as activators; 350,000 compounds, 0.064% hits;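 note: potency is the fitted concentration of half-maximal effect; 100% = response of the positive control SU9516; nearly all actives have a fitted effect of over 60% in size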
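Alpha7betagal+/- myoblasts (passage 13) were plated 16-24 hr, then exposed to compounds (1:260 dilution of DMSO stock) for 48 hours at 37C. After MPER lysis, β-galactosidase reporter activity was read as FDG fluorescence (ex 480/em 540) after 30 minutes.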
GALK inh = blocks human galactokinase activity; Purified GALK, Kinase-Glo residual ATP luminescence; 270,000 compounds, 0.007% hits; Potency, µM (doses to about 57.5 µM), for the others: at the highest dose activity change, negative = inhibition, usual class: inhibitors; note: potency is the fitted concentration of half-maximal effect; % is set by controls: 0 for no effect and ±100 for the full control effect
Target sequence (P51570 whole entry, looked up): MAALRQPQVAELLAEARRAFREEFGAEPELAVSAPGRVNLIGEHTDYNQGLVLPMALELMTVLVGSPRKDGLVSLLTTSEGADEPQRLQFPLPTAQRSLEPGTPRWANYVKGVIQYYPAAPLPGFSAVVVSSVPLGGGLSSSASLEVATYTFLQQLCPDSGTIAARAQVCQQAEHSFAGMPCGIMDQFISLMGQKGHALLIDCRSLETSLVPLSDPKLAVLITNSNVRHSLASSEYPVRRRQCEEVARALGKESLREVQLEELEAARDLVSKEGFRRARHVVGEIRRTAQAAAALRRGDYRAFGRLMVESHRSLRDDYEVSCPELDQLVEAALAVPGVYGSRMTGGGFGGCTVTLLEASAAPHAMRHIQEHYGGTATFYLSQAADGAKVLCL
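5 nM enzyme, 35 uM ATP, 100 uM galactose, 20 mM HEPES pH8.0, 5 mM MgCl2; 1 h RT; residual ATP by Kinase-Glo Plus luminescence, qHTS format.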
Starred values were filed as active, the others as inactive; i = inactive; ? = inconclusive; · = not tested or not shown; [ ] = another dose, or the depositor's remark. Unless noted, calls come from the whole dose curve; as a rule, active = well fitted curve in the direction sought with a large enough effect; inconclusive = small, poorly fitted or top-dose-only effect, or another doubt; inactive = no such curve, though single readings can be large; an effect the other way counts as inactive or inconclusive.

SMILES	FBPA coupling cs	AT treatment	hERG WT inh	MLL CXXC-DNA inh	TRPV1 ag	ASM inhibitor	MBNL1-CUG inh	KCNH2 3.1 block	a7 integrin act	GALK inh
Cc1ccccc1Cn1cnc2c(NS(C)(=O)=O)c(C)c(C)cc21	-1.3	-5.0%	2.1	8.3%	3.2	-1.8%	-1.9%	6.2	-18.2%	0.0%
O=C(NCC1COc2ccccc2O1)C1CCN(S(=O)(=O)c2cccc3nsnc23)CC1 (stereo not given)	1.2	-3.7%	-2.1	-9.7%	·	-1.1%	?	-8.9	0.7%	-1.7%
c1ccc2c(c1)nc1n2C2(N3CCOCC3)CCCC2C1N1CCOCC1 (stereo not given)	-0.3	-14.9%	35.5	13.3%	3.0	-2.4%	6.2%	33.0	7.7%	8.1%
Cn1cc(CC(=O)NC2CCCCC2)c2ccccc21	1.1	-3.2%	-5.8	-2.8%	1.8	0.5%	6.4%	-17.5	19.4%	-0.7%
CCOc1ccccc1C(=O)Nc1cccc2cccnc12	-1.1	-5.8%	2.1	3.1%	3.7	-3.5%	5.9%	10.5	17.9%	2.4%
CN(Cc1cccc(Cl)c1Cl)C(=O)c1ccccc1SCC(=O)N1CCCC1	·	·	-1.0	·	·	-2.3%	·	-18.6	13.1%	·
CN1CCCN(C(=O)CNC(=O)c2ccccc2Br)CC1	·	-3.2%	-4.7	·	·	3.2%	·	-6.3	-1.5%	·
CCOC(=O)N1CCN(C(=O)Cn2ncc3c2-c2ccccc2OC3)CC1	5.0	2.2%	10.5	1.1%	·	6.7%	-3.0%	-3.0	12.9%	2.5%
COc1ccc2ccccc2c1CNc1nnnn1C	-1.0	11.2%	-7.2	-4.8%	2.9	4.4%	10.1%	-4.8	-25.7%	-1.1%
Cc1cc(C)n(Cc2ccc(C(=O)NCCC3=CCCCC3)o2)n1	-1.0	-0.7%	-11.0	5.9%	21.6	3.3%	-2.8%	-4.3	-2.4%	0.6%
Cc1nnc(SCC(=O)N2CCC(C(=O)Nc3nccs3)CC2)n1Cc1ccccc1	-0.8	7.0%	-4.3	-14.1%	-1.9	0.1%	?	-4.8	-12.5%	-2.5%
COc1ccc(NC(=O)c2ccc(NCCN3C(=O)CCC3=O)c([N+](=O)[O-])c2)cc1	6.4	-0.3%	-0.4	5.0%	-3.7	-5.2%	?	-14.2	5.3%	3.8%
O=C(C[C@H]1C/C=C/CC[C@@H](Cc2ccc(F)cc2)C(=O)OC[C@H](c2ccccc2)NC1=O)NCCO	·	-5.3%	-13.8	·	·	-0.5%	·	12.3	4.8%	·
COc1ccc(-c2nnc(SC(C)C(=O)NCc3ccc4c(c3)OCO4)n2Cc2ccco2)cc1 (stereo not given)	5.1	1.8%	4.8	-5.2%	2.3	-0.9%	8.8%	5.5	-16.6%	-0.1%
CC1CN(C(=O)c2ccc(N3CCCCC3)c([N+](=O)[O-])c2)CC(C)O1 (stereo not given)	0.2	3.8%	2.3	20.2%	5.2	-0.7%	?	6.4	-11.3%	2.2%
COc1ccc(/C=C/C(=O)Nc2nc(C)c(C(=O)N(C)C)s2)cc1	1.4	-10.2%	7.0	-2.3%	-2.2	0.0%	?	-9.3	4.7%	2.3%
Cc1nc(S(=O)(=O)c2ccc(Cl)cc2)c(NCc2ccccc2)o1	-0.5	-1.2%	8.2	1.4%	8.3	-0.3%	-9.3%	10.4	-13.5%	0.3%
CC(=O)N1CCN(C(=O)c2c(-c3ccccc3)noc2C)CC1	·	-1.7%	-4.9	·	2.7	2.0%	·	3.4	10.9%	·
Cc1ccc(C)c(Cn2nnc3c(=O)[nH]c(C4CCCN(C(=O)C5CCC5)C4)nc32)c1 (stereo not given)	-0.8	9.1%	2.3	3.8%	3.7	-2.2%	2.0%	8.1	-2.1%	-2.9%
CCCCN1C(=O)/C(=C2/Sc3ccc(OC)cc3N2CC)SC1=S	0.2	1.3%	-5.5	?	-3.0	-0.7%	2.1%	2.8	?	3.8%
C(=N\NC1=Nc2cccc3cccc1c23)/c1ccccc1	-12.6	-11.2%	-8.7	-17.5%	?	?	0.9%	-0.3	-4.2%	-3.5%
CCOC(=O)c1c(NC(NC(=O)C(C)C)C(Cl)(Cl)Cl)sc2c1CCC2 (stereo not given)	3.7	5.9%	-9.0	12.2%	15.6	-16.7%	-12.8%	-34.2	-27.0%	0.7%
Cn1c(NC(=O)C2CCCC2)cc(=O)n(C)c1=O	-0.5	13.9%	-4.2	-4.5%	·	2.5%	-4.5%	-0.3	-4.1%	2.0%
Cc1cc(Cl)cc(Br)c1OCCCCn1cncn1	-0.1	-0.1%	8.1	-2.0%	9.0	2.8%	-0.1%	-2.2	-16.7%	-0.1%
FC(F)Oc1ccc(-c2csc(Cc3nnc4n3CCCCC4)n2)cc1	-1.8	1.1%	2.2	2.9%	0.9	-0.8%	?	-2.3	-12.9%	-4.5%

The list goes on (2 carried over from the part before).
SMILES	FBPA coupling cs	AT treatment	hERG WT inh	MLL CXXC-DNA inh	TRPV1 ag	ASM inhibitor	MBNL1-CUG inh	KCNH2 3.1 block	a7 integrin act	GALK inh
Cc1cc(Cl)cc(Br)c1OCCCCn1cncn1	-0.1	-0.1%	8.1	-2.0%	9.0	2.8%	-0.1%	-2.2	-16.7%	-0.1%
FC(F)Oc1ccc(-c2csc(Cc3nnc4n3CCCCC4)n2)cc1	-1.8	1.1%	2.2	2.9%	0.9	-0.8%	?	-2.3	-12.9%	-4.5%
CN1CCN(C(=O)/C=C/c2ccc([N+](=O)[O-])o2)CC1	0.2	-4.7%	-1.3	-7.3%	2.8	-3.6%	?	3.3	-57.1%	6.2%
COc1ccc(OC)c(NC(=O)COc2ccc3c(c2)CCC3)c1	·	19.4%	-5.9	·	14.3	-2.5%	·	3.1	28.7%	·
COc1ccc(CNC(=O)COC(=O)CN2C(=O)C3CC=CCC3C2=O)cc1 (stereo not given)	·	-6.4%	-3.9	·	·	1.0%	·	-11.0	?	·
CCc1cc(C(=O)NN2C(=O)NC3(CCCCC3)C2=O)sc1C	·	5.2%	5.6	·	-3.5	4.5%	·	15.4	44.0%	·
O=C(CSc1nnc(-c2ccco2)n1-c1ccccc1)N1CCOCC1	1.4	-0.2%	8.5	-1.4%	14.3	-1.7%	-6.8%	-1.2	11.9%	-2.0%
Cc1ccc(C)c(NC(=O)C(Sc2cccc[n+]2[O-])c2ccccc2)c1 (stereo not given)	-0.6	3.5%	0.0	-5.1%	-4.4	2.5%	-0.8%	1.5	4.6%	10.2%
CCCN(Cc1ccc(N(C)C)cc1)CC1CC1	-49.7*	·	-4.2	5.0%	0.7	0.8%	-15.7%	1.1	1.3%	-0.8%
COC(=O)c1c[nH]n2c(=O)c(Cc3ccc(F)cc3Cl)c(C)nc12	1.1	-4.5%	1.7	0.8%	-5.7	-3.3%	6.3%	-10.3	-18.8%[7.66 µM]	-0.9%
Cc1ccc(-n2c(C)cc(/C=N/NC(=O)Cn3c4ccccc4c(=O)c4ccccc43)c2C)cc1	-4.9	0.3%	1.7	2.5%	-0.5	i	·	-4.6	0.0%	0.0%
Oc1ccc(-c2cc(-c3ccc(O)cc3)nc(-c3ccccc3)n2)cc1	-2.5	15.9%	-10.9	-9.0%	6.2	-22.7%	4.0%	2.0	-26.0%	-14.0%
Cc1ccc(-c2nnn(CC(=O)N(CC(=O)NC3CCCCC3)c3ccc(F)c(Cl)c3)n2)o1	-1.6	?	3.6	6.3%	1.8	-0.2%	?	0.0	-13.7%	-1.5%

One compound at a time (already shown):
Results for COc1ccc(OC)c(NC(=O)COc2ccc3c(c2)CCC3)c1 : FBPA coupling cs: ·; AT treatment: 19.4%; hERG WT inh: -5.9; MLL CXXC-DNA inh: ·; TRPV1 ag: 14.3; ASM inhibitor: -2.5%; MBNL1-CUG inh: ·; KCNH2 3.1 block: 3.1; a7 integrin act: 28.7%; GALK inh: ·
Results for Cc1ccc(C)c(NC(=O)C(Sc2cccc[n+]2[O-])c2ccccc2)c1 (stereo not given) : FBPA coupling cs: -0.6; AT treatment: 3.5%; hERG WT inh: 0.0; MLL CXXC-DNA inh: -5.1%; TRPV1 ag: -4.4; ASM inhibitor: 2.5%; MBNL1-CUG inh: -0.8%; KCNH2 3.1 block: 1.5; a7 integrin act: 4.6%; GALK inh: 10.2%
